p53ts 39C kill = cytotoxicity in p53ts cells at nonpermissive temperature. H1299-p53A138V viability at 39C, ATP luminescence, 24 h. Potency, µM (titrated, usually from 46.1 µM), without a hit: at the top dose activity change, negative = cell killing, most hits filed as cytotoxic. 1.5% of 130,000 active. AID 902; further: nearly all actives have a fitted effect of over 55% in size
p53ts 32C tox = cytotoxicity in p53ts cells at permissive temperature | H1299-p53A138V at 32C, ATP luminescence viability, 24 h | Potency, µM (top dose mostly 46.1 µM), for inactives: at the top dose activity change, negative = cytotoxicity, actives largely listed as cytotoxic | 0.93% of 130,000 active;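 further: 0% = DMSO and -100% = full killing by reference compound; nearly all actives have a fitted effect of over 55% in size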
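Viability by ATPlite luminescence after 24 h compound treatment (up to 46 uM) at the permissive 32C. Cells are H1299 carrying p53 A138V. Scale runs from DMSO basal to 100 uM tamoxifen as full kill; AC50 from Hill fits.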
IkB signaling = IkB pathway inhibition in ABC-DLBCL cells | 0.04% of 110,000 active | Potency, µM (series often up to 57.1 µM), inactives show at the top dose IkBa stabilization activation | ABC-DLBCL IkBa-CBG/CBR dual luciferase ratio, 4 h; response scale: scaled: untreated 0%, proteasome inhibitor 100%; active means well fitted curve in the direction sought with a large enough effect in the signal ratio, not every such curve was filed as active; inconclusive means small, poorly fitted or top-dose-only effect, or a change in a side signal; the % refers to the signal ratio;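 further: the direction sought is a rising ratio; 0% = basal untreated cells and 100% = reference inhibitor full response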
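Luminescence ratio of IκBα-fused green versus native red beetle luciferase in OCI-Ly3 cells, 4 h post-doxycycline with compound; red signal alone, scaled from basal (0%) to zero light (-100%), flagged nonspecific or cytotoxic effects.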
Imprint erasure = induces erasure of genomic imprints in mouse ES cells; 0.02% of 110,000 active; Potency, µM (doses to about 60.7 µM), inactives show at the top dose activity change, positive = activation, usual class: activators; mouse ES Peg3-LacZ reporter, beta-gal luminescence, 40 h;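 further: 0% = negative control wells on the plate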
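Imprint erasure is scored as LacZ activity from the silenced maternal Peg3 allele in feeder-free female ES cells cultured 40 h with LIF. Luminescence is normalized to in-plate negative controls and fitted to the Hill equation.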
An asterisk follows results filed as active; ? = inconclusive; · = no result given; & = joins results of further samples; [ ] = remark or other dose. Unless noted, the call rests on the fitted dose curve; in most records, active means well fitted curve in the direction sought with a large enough effect; inconclusive means small, poorly fitted or top-dose-only effect, or another doubt; inactive means no such curve, though single readings can be large; an effect the other way counts as inactive or inconclusive. Unless noted, on the % scale 0 is the no-effect control and ±100 the full control effect; potency means the concentration at half of the fitted maximal effect.

The line under a structure holds: p53ts 39C kill, p53ts 32C tox, IkB signaling, Imprint erasure
> COc1ccc(C(C#N)N2CCCCCC2)cc1OC (stereo unspecified)
→ 1%, 2%, 0.5%, -3%
> O=C(Nc1cc(-c2ccccc2)sc1C(=O)O)c1cccc(F)c1
→ 0%, -11%, 0.5%, -9%[10.9 µM]
> CCN1CCN(C(=O)c2ccc3c(c2)N(Cc2ccc(Cl)cc2)C(=O)c2ccccc2S3=O)CC1 (stereo unspecified)
→ -7%, -8%, 1.3%, -3%[10.9 µM]
> CCOc1ccc(/C(O)=C2/C(=O)C(=O)N(CCOCCO)C2c2ccccn2)cc1 (stereo unspecified)
→ 30%, 29%, -1.8%, -65%[inhibitor]
> CCN(CC)C(=O)C1=C(C)Nc2nc3ccccc3n2C1c1ccccc1F (stereo unspecified)
→ -7%, 1%, 1.1%, 16%[10.9 µM]
> O=c1[nH]c(C(F)(F)F)nc2ccccc12
→ -1%, 7%, -0.3%, -12%
> O=C(CSc1nnc(Cc2ccccc2)o1)N1CCOCC1
→ -2%, -1%, -0.2%, -22%
> COc1ccc(-c2ccc(-c3noc(-c4cccs4)n3)c(OC)n2)cc1
→ -1%, 5%, 7.5%, -6%
> Cc1cc(Sc2ccc(Cl)cc2)nc2ccccc12
→ 6%, -4%, 7.6%, -6%[10.9 µM]
> COc1cc(C2CC(=O)N3CN(Cc4ccco4)CSC3=C2C#N)ccc1OCc1ccccc1 (stereo unspecified)
→ -7%, 4%, ?, -29%
> CC1CCCCC1NC(=O)CSc1nnnn1-c1ccccc1 (stereo unspecified)
→ 11%, -1%, 0.9%, -8%
> Cc1nc2ccn(Cc3cccs3)c(=O)c2cc1C(=O)NCc1ccc(Br)cc1
→ -18%, -7%, 2.9%, -3%[10.9 µM]
> O=C(Cn1c(=O)[nH]c2ccsc2c1=O)NC1CCCCCC1
→ 0%, 0%, -0.9%, -10%
> CC(C)n1c(C(O)c2ccccc2)nc2ccccc21 (stereo unspecified)
→ 12%, 0%, 3.1%, -3%
> O=C(CN(Cc1cccs1)C(=O)CNS(=O)(=O)c1ccccc1)NCc1ccco1
→ -3%, -4%, 4.0%, -8%
> COC(=O)c1ccccc1NC(=O)CSc1nc(=O)cc(N)n1-c1ccccc1
→ 11%, -4%, ?, -4%[10.9 µM]
> COCC(=O)Nc1nc(-c2ccccc2)c(C)s1
→ 1%, 4%, 1.0%, -7%
> CNc1nc(N)c(C(=O)C(C)(C)C)s1
→ -6%, 5%, -1.6%, 0%
> CCn1ccc(C(=O)Nc2ccc(N(C)C(C)=O)cc2)n1
→ -25%, -27%, 6.1%, -43%[inhibitor]
> Cc1noc(C)c1C(=O)N1CCC2(CCCN(C(=O)Nc3cccc(C#N)c3)C2)CC1
→ 8%, 1%, 1.4%[11.4 µM], ·
> Cc1ccc(-c2noc(CN3C(C)CCCC3C)n2)cc1 (stereo unspecified)
→ -8%, -11%, -0.6%, 0%
> CCCCCn1c(=O)[nH]c2cc(C(=O)N3CCN(c4ccccc4)CC3)ccc2c1=O
→ -11%, 9%, ?, -8%[10.9 µM]
> N#Cc1sc2nc(N3CCCCC3)c3c(c2c1N)CCCC3
→ ?, 12%, ·, ·
> CC(=O)N1CCc2cc(S(=O)(=O)C(C)CC(=O)Nc3ccc(Br)c(C)c3)ccc21 (stereo unspecified)
→ ?, -11%, -2.9%, 17%[10.9 µM]
> CCOC(=O)C(C)C(C)=O (stereo unspecified)
→ -8%, -24%[1.84 µM], 1.8%, 8%
> Cn1c(SCC(=O)NC2CCCC2)nnc1-c1ccc(S(=O)(=O)N2CCOCC2)cc1
→ 8%, -9%, 0.6%, 8%
> Fc1ccc(Br)cc1C1C=C(c2cccnc2)Nc2ncnn21 (stereo unspecified)
→ 11%, 3%, -2.4%, -24%
> COc1cc(Br)c(C2CC(=O)Nc3cc4c(cc32)OCCO4)cc1OC (stereo unspecified)
→ -21%, 19%, -3.7%, -3%[10.9 µM]
> COC(=O)c1ccccc1NS(=O)(=O)c1cc2c3c(c1)CC(=O)N3CCC2
→ 11%, 8%, 2.6%, 4%[10.9 µM]
> Cc1nnc(SCc2nnc(-c3ccccc3)o2)n(N)c1=O
→ -2%, 0%, 1.4%, -11%
> CN1C(=O)c2oc3ccccc3c(=O)c2C1c1ccccn1 (stereo unspecified)
→ 1%, 8%, 3.4%, -19%
> Clc1ccc(CN2C3=NCCCN3c3ccccc32)cc1
→ -20%, -2%, -0.1%, -11%
> CCOC(=O)c1ccccc1NC(=O)N1CCCn2nc(C)cc21
→ -5%, -7%, ?, 19%[10.9 µM]
> COc1ccc(C(=O)N2CCN(C(=O)CC(C)C)CC2)cc1OC
→ 3%, 1%, -0.3%, -5%
> COc1cc(OC)c(C2C=C(C(=O)O)Nc3ncnn32)cc1OC (stereo unspecified)
→ 11%, 17%, 1.3%, 7%[10.9 µM]
> Cc1oc2c(C)c3oc(=O)c4c(c3cc2c1C)CCCC4
→ 5%, 3%, -0.4%, -6%
> COc1ccc(C(=O)Nc2cc3c(cc2C(=O)c2ccccc2Cl)OCCO3)cc1
→ 7%, -1%, -1.3%, -4%[10.9 µM]
> CCOC(=O)c1c(C)n(CC(COC(C)=O)OC(C)=O)c2ccc(OC(C)=O)cc12 (stereo unspecified)
→ -9%, 11%, ·, ·
> CCNc1ncc2nc(-c3ccc(F)cc3)c(=O)n(-c3ccc(OC)cc3)c2n1
→ 1%, -11%, -1.0%[11.4 µM], 11%
> COc1ccc(NC(=O)CCc2c(C)nc3c(-c4ccc(F)cc4)c(C)nn3c2C)c(OC)c1
→ -21%, 1%, ?, 5%[10.9 µM]
> Cc1ccc(CNC(=O)CCCCCn2c(=O)c3sccc3n(CC(=O)Nc3c(C)cc(C)cc3C)c2=O)cc1
→ 21%, -2%, 0.0%, -4%[10.9 µM]
> Cc1ccc(CNS(=O)(=O)c2ccc3oc(C(=O)O)c(C)c3c2)cc1
→ 15%, -1%, 1.0%, -2%
> Cc1ccccc1OCc1nnc2c3cnn(C)c3ncn12
→ -16%, -8%, -1.6%, -48%[inhibitor]
> O=C(c1ccc(Nc2cccc(C(F)(F)F)c2)nc1)N1CCCC1
→ -14%, -14%, 3.8%, -17%
> CC(C)CC(=O)NCC(C)NC(=O)CC(C)C (stereo unspecified)
→ 2%, 0%, 2.4%, -17%
> Cc1cc(C)c2c(n1)nn1c(N3CCOCC3)cc(C)nc21
→ 10%, 10%, -0.3%, -6%
> O=C(COc1ccccc1Cl)Nc1ccc(Cl)c(-c2nc3ccccc3o2)c1
→ ?, -9%, -2.5%, -4%[10.9 µM]
> COC(=O)c1ccc([C@H]2Nc3ccc(S(=O)(=O)Nc4ccc(F)cc4)cc3[C@H]3C=CC[C@H]32)cc1
→ -4%, 1%, ?, -17%[10.9 µM]
> COc1cccc(-n2cc3c(c2-c2ccccc2)c(=O)n(C)c(=O)n3C)c1
→ 6%, 10%, 8.0%, -11%
> COc1ccccc1CNC(=O)CCC1N=C2c3ccccc3N=C(SCC(=O)NCCc3ccccc3)N2C1=O (stereo unspecified)
→ -9%, 5%, -1.6%, 5%[10.9 µM]
> N#CC(=C(/N)Sc1ccccc1N)/C(C#N)=C(/N)Sc1ccccc1N
→ 7%&8%, 18%&36%, ?, -34%[inhibitor]
> O=C(c1ccco1)N1CCN(CC(=O)N2c3ccccc3CCc3ccccc32)CC1
→ 2%, 2%, 5.3%, -13%
> Cc1ccc2ccccc2c1CSc1nc(N)nc2c1ncn2CC(C)C
→ -8%[9.22 µM], 0%[9.22 µM], 5.2%[11.4 µM], -6%[10.9 µM]
> Brc1cc(Oc2cc(Br)c(Br)c(Br)c2Br)c(Br)c(Br)c1Br
→ 8%, 10%[1.84 µM], 2.9%, 1%
> Cc1nc2cc(-c3cccc(F)c3)nn2c(C)c1CCC(=O)NCCc1ccccc1
→ -11%, 1%, ?, -10%[10.9 µM]
> CC1(C)SC2C(NC(=O)Cc3ccccc3)C(=O)N2C1C(=O)O (stereo unspecified)
→ 0%, -12%, ·, -7%
> CCOc1ccc(N2CC(c3nc4ccccc4n3CCCOc3ccccc3)CC2=O)cc1 (stereo unspecified)
→ -5%, -6%, ?, -5%[10.9 µM]
> CC(=O)c1c(C)[nH]c(C)c1C(C)=O
→ -2%, -1%, 0.4%, 0%
> C=CCSc1nnc(NC(=O)c2cccc(S(=O)(=O)N3CCOCC3)c2)s1
→ 16%, 4%, 0.1%, -6%
> Cc1ccc(C(=O)c2c(N)c(-c3nc(-c4ccc5c(c4)OCO5)cs3)c3ccccn23)cc1C
→ 0%, -1%, -1.6%, -13%[10.9 µM]

Among those listed so far, 5 have a cyano group:
The line under a structure holds: p53ts 39C kill, p53ts 32C tox, IkB signaling, Imprint erasure
> COc1ccc(C(C#N)N2CCCCCC2)cc1OC (stereo unspecified)
→ 1%, 2%, 0.5%, -3%
> COc1cc(C2CC(=O)N3CN(Cc4ccco4)CSC3=C2C#N)ccc1OCc1ccccc1 (stereo unspecified)
→ -7%, 4%, ?, -29%
> Cc1noc(C)c1C(=O)N1CCC2(CCCN(C(=O)Nc3cccc(C#N)c3)C2)CC1
→ 8%, 1%, 1.4%[11.4 µM], ·
> N#Cc1sc2nc(N3CCCCC3)c3c(c2c1N)CCCC3
→ ?, 12%, ·, ·
> N#CC(=C(/N)Sc1ccccc1N)/C(C#N)=C(/N)Sc1ccccc1N
→ 7%&8%, 18%&36%, ?, -34%[inhibitor]

(more compounds)
canonical_smiles | p53ts 39C kill | p53ts 32C tox | IkB signaling | Imprint erasure
COc1cccc(-c2nc(SC(C(C)=O)C(=O)N(C)C)c3c(=O)n(C)c(=O)n(C)c3n2)c1 (stereo unspecified) | -14% | 4% | -1.7% | -4%[10.9 µM]
CCCOC(=O)NC1C(NC(=O)OCCC)N(C)C(=O)N1C (stereo unspecified) | 6% | 5% | -0.2% | ·
COc1ccc2c(c1)c(C(=O)CNc1nc(C)cs1)c(C)n2C | -22% | -12% | 0.1% | 3%
Cc1cc(C)cc(NC(=O)CCc2nnc3n(C)c(=O)c4sccc4n23)c1 | 27% | -1% | ? | -8%[10.9 µM]
CC(C)c1ccc(CN(C(=O)c2cc3ccccc3oc2=O)C2CCS(=O)(=O)C2)cc1 (stereo unspecified) | 0% | -1% | 1.7% | 2%[10.9 µM]
COc1ccc2nc(N(Cc3cccnc3)C(=O)C3CCCCC3)sc2c1 | -4% | -2% | ? | -11%[10.9 µM]
O=c1cc(-c2cc(O)c(O)c(O)c2)oc2cc(O)cc(O)c12 | -4% | 23% | · | 20%
CCC(Sc1nnc2c3ccccc3n(CC)c2n1)C(=O)Nc1ccc(NC(C)=O)cc1 (stereo unspecified) | 3% | 17% | ? | -7%[10.9 µM]
CCC(C(=O)N1CCN(S(C)(=O)=O)CC1)c1ccccc1 (stereo unspecified) | 11% | 3% | 6.8% | 1%
CCc1cccc(C)c1Nc1c(-c2ccc(F)cc2)nc2sccn12 | -25% | 11% | ? | -12%[10.9 µM]
CCOc1ccc(C(=O)Nc2ccc(S(=O)(=O)N(Cc3ccccc3)c3ccccc3)cc2)cc1 | 8% | 4% | ? | -23%[10.9 µM]
CCn1c(C(=O)NC(C)c2ccc3c(c2)OCCO3)cc2sccc21 (stereo unspecified) | 2% | -7% | -1.7% | -16%
COc1ccc(C(=O)Nc2nnc(SCc3cc(=O)c4cccc(F)c4[nH]3)s2)cc1 | -26% | 7% | ? | -10%[10.9 µM]
Cc1noc(C)c1CSc1ccc2ccccc2n1 | -4% | -2% | 11% | -23%
CCCCCC(=O)Nc1ccc(N2CCN(S(C)(=O)=O)CC2)cc1 | 16% | 1% | 1.4% | -5%
CCC(C)NC(=O)c1ccc(CNS(=O)(=O)c2ccc3c(c2)C(C)(C)C(=O)N3C)cc1 (stereo unspecified) | -16% | 9% | -1.2% | 10%[10.9 µM]
Cc1ccc2oc(=O)c3cnn(CC(=O)N4CCN(c5cccc(Cl)c5)CC4)c3c2c1 | -13% | -7% | ? | -12%[10.9 µM]
Cc1ccc(Nc2nc(N)nc(N)c2S(=O)(=O)c2ccccc2)cc1 | 13% | 24% | ? | -16%[10.9 µM]
C/C(=C(/CCO)SSC[C@@H]1CCCO1)N(C=O)Cc1cnc(C)nc1N | 16%[20.6 µM] | 3%[20.6 µM] | 1.9%[25.6 µM] | -3%[16.8 µM]
CCc1nnc(NC(=O)CCC(=O)NC2CCCCC2)s1 | 10% | 5% | -4.5% | -11%
O=C(CCSc1nc(-c2ccco2)cc(C(F)(F)F)n1)NCC1CCCO1 (stereo unspecified) | 1% | 3% | -0.1% | -10%
